CHT inh: inhibitors of human choline transporter CHT; Q9GZV3; CHT-expressing cells, membrane potential dye, choline response; stronger effect = lower value; B-score at 10 µM; 310,000 tested, 0.86% active;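 active = B-score over 3 SD under the library average, and starting fluorescence ratio not unusually high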;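 note: choline stimulus applied at its EC90 after an EC20 pre-addition; B-score computed on integrated fluorescence ratio after choline addition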
Target sequence (Q9GZV3 whole entry, looked up): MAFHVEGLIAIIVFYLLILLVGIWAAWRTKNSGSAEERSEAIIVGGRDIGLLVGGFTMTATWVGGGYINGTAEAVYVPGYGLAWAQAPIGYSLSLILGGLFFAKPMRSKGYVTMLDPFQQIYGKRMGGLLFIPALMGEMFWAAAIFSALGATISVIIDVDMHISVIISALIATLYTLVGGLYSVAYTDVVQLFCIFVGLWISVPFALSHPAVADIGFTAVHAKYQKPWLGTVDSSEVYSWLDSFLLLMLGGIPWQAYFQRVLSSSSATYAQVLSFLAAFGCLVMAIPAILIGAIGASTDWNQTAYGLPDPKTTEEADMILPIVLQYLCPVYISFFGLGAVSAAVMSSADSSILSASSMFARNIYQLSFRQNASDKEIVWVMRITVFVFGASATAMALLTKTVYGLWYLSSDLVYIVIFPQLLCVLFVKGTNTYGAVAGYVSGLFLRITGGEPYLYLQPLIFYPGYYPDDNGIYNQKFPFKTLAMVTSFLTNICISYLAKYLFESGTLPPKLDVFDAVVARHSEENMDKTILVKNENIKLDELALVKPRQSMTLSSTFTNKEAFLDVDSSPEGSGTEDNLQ
CHT allo act: allosteric activators of human choline transporter CHT | Q9GZV3 | CHT-expressing cells, membrane potential dye, choline EC20; stronger effect = higher value; LV-AA mutant CHT in HEK293 cells | B-score at 10 µM | 310,000 tested, 0.49% active | AID 488977;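 active = initial fluorescence not abnormally high and integrated response B-score, plate-corrected, over 3 SD above library mean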
Starred values were filed as active, the others as inactive; i = inactive.

Below each SMILES: CHT inh | CHT allo act
1) Cc1ccc(S(=O)(=O)NC(CCc2ccccc2)CC(=O)C(C)(C)C)cc1 (stereo not given)
 : i | i
2) COc1ccc(NC(=O)Cc2c(F)c(F)c(F)c(F)c2F)cc1OC
 : i | i
3) COc1cc(-c2cc(C(=O)NCc3ccc(S(N)(=O)=O)cc3)c3ccccc3n2)cc(OC)c1OC
 : i | i
4) O=C(CC1CCCCC1)NCCCN1CCOCC1
 : i | i
5) Cc1ccc(-c2nnc(SCC(=O)N/N=C/c3ccccc3C(=O)O)n2-c2ccc(C)cc2)cc1
 : i | i
6) C/C(=N\Nc1nncc2ccccc12)c1ccc(OCC(=O)N(C)C)cc1
 : i | i
7) COc1ccc(CNC(=O)C2CCN(S(C)(=O)=O)CC2)c(OC)c1
 : i | i
8) Cc1cccc(CC(=O)Nc2sc(C(C)C)cc2C(=O)N2CCOCC2)c1
 : i | i
9) CCC(=O)c1ccc(OCC(O)CNC2CCCC2)cc1 (stereo not given)
 : i | i
10) CCOc1ccc(/C=N/NC(=O)CSc2ccccn2)cc1O
 : i | i

Profiles from above:
Results for Cc1cccc(CC(=O)Nc2sc(C(C)C)cc2C(=O)N2CCOCC2)c1 → CHT inh = i; CHT allo act = i
Results for Cc1ccc(S(=O)(=O)NC(CCc2ccccc2)CC(=O)C(C)(C)C)cc1 (stereo not given) → CHT inh = i; CHT allo act = i

Other compounds:
Below each SMILES: CHT inh | CHT allo act
11) CCC(C)(C)NC(=O)CN(Cc1ccc(OC)cc1)C(=O)CCC(=O)Nc1nccs1
 : i | i
12) O=S(=O)(c1ccc(NC(=S)NC2CC2)cc1)N1CCOCC1
 : i | i
13) CCc1cccc2c(C(=O)CSc3nncn3-c3ccc(OC)cc3)c[nH]c12
 : i | i
14) Cc1cc(N=Cc2c(O)n(-c3cccc(C(F)(F)F)c3)c(=O)c3ccccc23)no1
 : i | i
15) CCC1CCCCN1C(=O)CSc1nc2ncccc2[nH]1 (stereo not given)
 : i | i
16) Oc1ccccc1-c1cc(C(F)(F)C(F)F)[nH]n1
 : i | i
17) Cc1cccc(Nc2nc(Cl)ncc2F)c1C
 : i | i
18) CCOC(=O)c1nn(-c2ccc(OCC)cc2)c2nc(-c3cccc(OC)c3)c(C#N)c(=O)n12
 : i | i
19) COCCCn1c(SCc2nnc(-c3ccccc3)o2)nc2sc3c(c2c1=O)CCC3
 : i | i
20) COc1ccc(NC(=O)C23CC4CC(C2)CC(c2ccccc2)(C4)C3)c(OC)c1
 : i | i
21) CC1=CC(C)(C)N2C(=O)C(=O)c3cc(OC(=O)c4ccco4)cc1c32
 : i | i
22) COc1ccc(C(=O)NCC23C=CC(O2)C2C(=O)N(Cc4ccccc4)C(=O)C23)cc1 (stereo not given)
 : i | i
23) COc1ccc(NC(=O)CCCNC(=O)Cn2cnc3sc4c(c3c2=O)CCCC4)c(OC)c1
 : i | i
24) CCCC(=O)Nc1c(-c2ccc(OC)cc2)c(=O)c2ccccc2n1C
 : i | i
25) CC(=O)Nc1ccc(S(=O)(=O)NCC2CCC(C(=O)NCCC3=CCCCC3)CC2)cc1 (stereo not given)
 : i | i
26) O=C(Cn1cnc2ccccc2c1=O)NCCC(=O)Nc1ccc(F)cc1
 : i | i
27) COc1cccc(NC(=O)C2CC(=O)N(Cc3ccc(C)cc3)C2)c1 (stereo not given)
 : i | i
28) COCCN1CN(S(=O)(=O)c2ccc(Cl)cc2)c2nc3ccccc3nc21
 : i | i
29) COc1ccc(-n2c(Cc3cccn3C)nnc2SCC(=O)N2CCCc3ccccc32)cc1
 : i | i
30) CCOc1ccc(S(=O)(=O)N2CCOCC2)cc1NC(=O)CN1C(=O)NC2(CCCC2)C1=O
 : i | i
31) COc1cccc(-c2nn(-c3ccccc3)cc2CN(C)Cc2c(C)nc3ccccn23)c1
 : i | i
32) CC(C(=O)NCC1CCCCC1)N1CCc2ccccc2C1 (stereo not given)
 : i | i
33) Cc1cc(C)n(-c2n[nH]c(C)c2[N+](=O)[O-])n1
 : i | i
34) Cc1ncsc1CCC(=O)N1CCCC(Nc2ccc(F)c(F)c2)C1 (stereo not given)
 : i | i
35) COc1ccc(NC(=O)c2ccc(NC(=O)COC(=O)CC(NC(=O)c3ccccc3Cl)c3ccccc3)cc2)cc1 (stereo not given)
 : i | i
36) COc1cc(/C=C2\C(=N)N3N=C(S(C)(=O)=O)SC3=NC2=O)ccc1OS(=O)(=O)c1ccccc1
 : i | i
37) COc1ccccc1OCCOc1ccc(C(=O)c2ccccc2)cc1
 : i | i
38) CN1CCN(CCC(=O)Nc2ccc(Br)cc2)CC1
 : i | i
39) O=C(/C=C/c1cccs1)Nc1nncs1
 : i | i
40) CC(NC(=O)c1cccs1)C(c1cccs1)N1CCN(c2ccccc2)CC1 (stereo not given)
 : i | i
41) CC(=O)c1ccc(OCC(=O)NCc2ccc(F)cc2)cc1
 : i | i
42) CN1CCN(C(=O)C2CCCN(S(=O)(=O)c3ccc(F)cc3)C2)CC1 (stereo not given)
 : i | i
43) CCCCCCCc1c(O)nc(SCCN2CCOCC2)[nH]c1=O
 : i | i
44) C/C(CCc1ccccc1)=N\NC(=O)CCc1ccccc1
 : i | i
45) CCOC(=O)CSC1=Nc2ccccc2C2=NC(CC(=O)NCc3cccs3)C(=O)N12 (stereo not given)
 : i | i
46) CCc1c(C(=O)Nc2ncn(Cc3cccc(C)c3)n2)csc1C
 : i | i
47) O=C(CSc1nnc(Nc2ccccc2)s1)NCc1cccs1
 : i | i
48) COC(=O)c1ccc(N=C2SCC(=O)N2C)cc1
 : i | i
49) NC(=S)N=Nc1c(O)n(Cc2ccccc2)c2ccccc12
 : i | i
50) CCOC(=O)/C(=N/O)C1=NC(C)(C)Cc2cc(C)c(C)cc21
 : i | i
51) COc1ccc(S(=O)(=O)N2CCOC2CNC(=O)C(=O)NCCc2ccccc2)cc1OC (stereo not given)
 : i | i
52) CC(=O)c1c(C)[nH]c(C(=O)N(C)C(c2ccccc2)c2ccccc2)c1C
 : i | i
53) N#Cc1c[nH]n2c(=O)c3c(nc12)CCCC3
 : i | i
54) c1cncc(-c2nnc3sc(-c4ccco4)nn23)c1
 : i | i
55) Cc1cc(C)n(C(C)CNS(=O)(=O)c2ccc(C)c(C)c2)n1 (stereo not given)
 : i | i
56) O=C1OCCC1Sc1nnc(-c2ccccc2Cl)n1Cc1ccccc1 (stereo not given)
 : -6.9* | i
57) CC(C)CCNC(=O)c1cn(C)c2ccc(S(=O)(=O)N3CCCC3)cc2c1=O
 : i | i
58) COc1ccc(OC)c(/C=N/NC(=O)CCN2CCN(C(c3ccccc3)c3ccccc3)CC2)c1
 : i | i
59) Cc1ccc(CNC(=O)CN(C2CCCCC2)S(C)(=O)=O)cc1
 : i | i
60) CC(OC(=O)Cc1coc2cc3c(cc12)CCC3)C(=O)NC(N)=O (stereo not given)
 : i | i

Reformatted with tabs: 6 of the compounds above.
no.	SMILES	CHT inh	CHT allo act
53	N#Cc1c[nH]n2c(=O)c3c(nc12)CCCC3	i	i
54	c1cncc(-c2nnc3sc(-c4ccco4)nn23)c1	i	i
55	Cc1cc(C)n(C(C)CNS(=O)(=O)c2ccc(C)c(C)c2)n1 (stereo not given)	i	i
56	O=C1OCCC1Sc1nnc(-c2ccccc2Cl)n1Cc1ccccc1 (stereo not given)	-6.9*	i
57	CC(C)CCNC(=O)c1cn(C)c2ccc(S(=O)(=O)N3CCCC3)cc2c1=O	i	i
58	COc1ccc(OC)c(/C=N/NC(=O)CCN2CCN(C(c3ccccc3)c3ccccc3)CC2)c1	i	i

Continued.
Below each SMILES: CHT inh | CHT allo act
61) O=C1c2ccc([N+](=O)[O-])cc2C(=O)N1Cc1cccnc1
 : i | i
62) COC(=O)C1CCN(C(=O)[C@H](C)NC(=O)C2CC(=O)N(c3ccc(F)cc3)C2)CC1 (stereo not given in full)
 : i | i
63) COc1ccc([N+](=O)[O-])cc1NC(=O)CC1SC(=Nc2cccc(C)c2C)N(/N=C(\C)c2ccc(C)cc2)C1=O (stereo not given)
 : i | i
64) CCOC(=O)c1nn(-c2cc(C(=O)OC)cc(C(=O)OC)c2)cc1O
 : i | i
65) CCOc1cc(/C=N/NC(=O)CCCC(=O)NC2CCCCC2)ccc1O
 : i | i
66) O=C(CCS(=O)(=O)c1ccccc1)NC1CCCC1
 : i | i
67) Cc1ccccc1C1CC(c2ccccc2OC(F)F)Nc2ncnn21 (stereo not given)
 : i | i
68) Cc1cccc(NC(=O)c2ccco2)c1C
 : i | i
69) COc1ccc(CNC(=O)C2CCN(S(=O)(=O)c3cccc4cccnc34)CC2)cc1
 : i | i
70) O=C(O)C1C2CCC(C2)C1C(=O)Nc1cccc([N+](=O)[O-])c1 (stereo not given)
 : i | i
71) CCOC(=O)c1c(C)[nH]c(C(=O)N2CCCC(C(=O)c3ccccc3OC)C2)c1C (stereo not given)
 : i | i
72) Cc1c(CCOC(=O)c2cc([N+](=O)[O-])ccc2Cl)sc[n+]1CCCCS(=O)(=O)[O-]
 : i | i
73) CC(C)(CNC(=O)CO/N=C1/C=C2CCC3C(C(O)C[C@@]4(C)C3CC[C@]4(O)C(=O)CO)[C@@]2(C)CC1)C(O)C(=O)O (stereo not given in full)
 : i | i
74) CN(Cc1c(C(=O)N/N=C/c2cccs2)nnn1-c1nonc1N)c1ccccc1
 : i | i
75) CC(C)N1CC(C(=O)Nc2ccc(Br)c(Cl)c2)CC1=O (stereo not given)
 : i | i
76) O=C(N/N=C/c1ccccc1OC(F)F)C1=COCCO1
 : i | i
77) Cc1cc(C)n2nc(CNS(=O)(=O)c3ccc(C)c(C)c3)nc2n1
 : -6.9* | i
78) COc1ccc(CNC(=O)C(Cc2ccccc2)n2cccc2)cc1 (stereo not given)
 : i | i
79) Cc1cccc(C(=O)C2CCOC(C)(C)C2)c1 (stereo not given)
 : i | i
80) CCCn1c(SCC(=O)c2cc(C)n(-c3ccc4c(c3)OCO4)c2C)n[nH]c1=O
 : -5.5* | i
81) CCN(CC)CCOc1ccc2nc(N(C)C)sc2c1
 : i | i
82) CCCCN(C1CCS(=O)(=O)C1)S(=O)(=O)c1cccs1 (stereo not given)
 : i | i
83) CC(C)Sc1nc2[nH]ncc2c(=O)[nH]1
 : i | i
84) N#C/C(=C/c1ccc(Sc2nc3ccccc3[nH]2)o1)c1cccc(Br)c1
 : i | i
85) CC(C)CC(=O)NS(=O)(=O)c1ccc(NS(C)(=O)=O)cc1
 : i | i
86) CCN(CC)C(=S)SCC(=O)NC12CC3CC(CC(C3)C1)C2
 : i | i
87) CCc1nc(N[C@H](C(=O)O)C(C)CC)c2oc3ccccc3c2n1 (stereo not given in full)
 : i | i
88) C/C(=N/NC(=O)c1ccccn1)c1ccco1
 : i | i
89) CCCNS(=O)(=O)c1ccc(OCC(=O)N2CCc3ccccc3C2)c(C)c1
 : i | i
90) NC(=O)C1CCN(C(=O)COc2ccc(S(=O)(=O)NCc3ccccc3)cc2Cl)CC1
 : i | i
91) O=C(CSc1ccc(F)cc1)NNC(=O)c1ccccc1Br
 : i | i
92) O=C(Cc1ccc(Cl)cc1)Nc1ccc(C(=O)N2CCOCC2)cc1
 : i | i
93) CCOC(=O)c1c(C)n(-c2ccccc2)c2ccc(OCCN(C)C)cc12
 : i | i
94) CCCC1c2ccsc2CCN1C(=S)NC (stereo not given)
 : i | i
95) O=C(NCC(c1cccnc1)N1CCN(c2ccc(F)cc2)CC1)c1ccco1 (stereo not given)
 : i | i
96) CCN(Cc1ccccc1)C(=O)c1cccc(S(=O)(=O)N2CCN(c3ccccc3)CC2)c1
 : i | i
97) COc1ccc(S(=O)(=O)N2CCN(C(=O)c3cccs3)CC2)cc1
 : i | i
98) O=C(Cn1cnc2ccccc2c1=O)NC1CCCc2ccccc21 (stereo not given)
 : i | i
99) Cc1cc(NC(=O)CCC(=O)N(c2ccccc2)C(C(=O)NC2CCCCC2)c2cccs2)no1 (stereo not given)
 : i | i
100) NC(=O)c1ccc(NC(=O)c2cccc3c2OCCCO3)cc1
 : i | i
101) CC(C)(C)NC(=S)NNC(=O)c1cccc(Br)c1
 : i | i
102) COCCN(C(=O)CNC(=O)c1ccco1)C(C(=O)NC1CCCCC1)c1cccnc1 (stereo not given)
 : i | i
103) CC(C)(C)c1ccc(C(=O)N2CCC(C(=O)NC3CCCCCC3)CC2)cc1
 : -5.1* | i
104) COc1ccc(C(=O)Nc2cc(C(F)(F)F)ccc2-n2cncn2)cc1
 : i | i
105) CCC(CC)C1C(C#N)=C(N)Oc2n[nH]c(C)c21 (stereo not given)
 : i | i
106) Cn1c(/C(C#N)=C(\O)c2cccc(F)c2)nc2ccccc21
 : i | i
107) O=C(COC(=O)Cc1c[nH]c2ccccc12)Nc1cccc2ccccc12
 : i | i
108) COc1ccc(CN2CC(C(=O)NCCN3CCN(c4ccccc4F)CC3)CC2=O)cc1 (stereo not given)
 : i | i
109) Cc1nn(Cc2ccc(Cl)cc2)c2sc(C(=O)O)cc12
 : i | i
110) O=C(NO)c1ccccc1C(F)(F)F
 : i | i

Continuation:
Below each SMILES: CHT inh | CHT allo act
111) CSCC[C@H](NC(=O)[C@H](Cc1ccccc1)n1c(=O)[nH]c2ccccc2c1=O)C(=O)N[C@@H](Cc1ccccc1)C(=O)O
 : i | i
112) Clc1ccc(-c2nnc3n2CCCS3)cc1
 : i | i
113) CC1CCCN(c2nc(N(C)c3ccccc3)nc(N)c2[N+](=O)[O-])C1 (stereo not given)
 : i | i
114) COc1cc2[nH]c(=O)c(C(=O)NCCCN3CCCCC3)c(O)c2cc1OC
 : i | i
115) CCNC(=S)N(CCCO)Cc1cc2cc3c(cc2[nH]c1=O)OCCO3
 : i | i
116) CCCCn1c(SCc2ncc(-c3ccccc3)o2)nc2cc(S(N)(=O)=O)ccc21
 : i | i
117) O=C(Nc1ccccc1N1CCCCC1)c1ccc(F)c(S(=O)(=O)N2CCOCC2)c1
 : i | i
118) Cc1ccc(S(=O)(=O)Nc2ccc(S(=O)(=O)Nc3nccs3)cc2)c([N+](=O)[O-])c1
 : i | i
119) Cc1cc(C)cc(N(C(=O)Cn2nnc3ccccc32)C(C(=O)NCc2ccco2)c2ccncc2)c1 (stereo not given)
 : i | i
120) CCc1ccc2nc3n[nH]c(N)c3cc2c1
 : i | i
121) O=C(Nc1ccccc1C(=O)O)c1ccccc1
 : i | i
